Bioassay records from PubChem BioAssay.
CHT PAM – allosteric activators of human choline transporter CHT. B-score at 10 µM. 310,000 tested, 0.49% active. Q9GZV3. CHT-expressing cells, membrane potential dye, choline EC20; hits give high values; LV-AA mutant CHT in HEK293 cells;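 active = initial fluorescence not abnormally high and integrated response B-score, plate-corrected, over 3 SD above library mean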
Target sequence (Q9GZV3 whole entry, looked up): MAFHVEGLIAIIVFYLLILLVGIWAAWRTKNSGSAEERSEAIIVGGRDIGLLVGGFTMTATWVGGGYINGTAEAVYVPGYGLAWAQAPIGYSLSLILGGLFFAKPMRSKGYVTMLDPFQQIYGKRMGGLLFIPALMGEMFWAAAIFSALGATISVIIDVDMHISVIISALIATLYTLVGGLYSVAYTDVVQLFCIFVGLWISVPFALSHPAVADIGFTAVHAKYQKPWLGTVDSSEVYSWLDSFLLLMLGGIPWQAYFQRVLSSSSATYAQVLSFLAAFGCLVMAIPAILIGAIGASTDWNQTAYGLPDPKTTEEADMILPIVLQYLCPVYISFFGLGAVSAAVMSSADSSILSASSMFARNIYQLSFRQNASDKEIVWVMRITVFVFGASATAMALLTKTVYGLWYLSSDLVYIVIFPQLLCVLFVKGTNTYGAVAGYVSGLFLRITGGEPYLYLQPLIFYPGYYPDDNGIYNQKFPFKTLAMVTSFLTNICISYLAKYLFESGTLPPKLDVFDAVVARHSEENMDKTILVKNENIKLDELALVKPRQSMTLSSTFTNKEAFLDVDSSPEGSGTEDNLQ
CHT block – human CHT choline transport inhibition; 310,000 tested, 0.86% active; CHT-expressing cells, membrane potential dye, choline response; hits give low values; B-score at 10 µM;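 active = B-score over 3 SD under the library average, and starting fluorescence ratio not unusually high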;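 also: choline stimulus applied at its EC90 after an EC20 pre-addition; B-score computed on integrated fluorescence ratio after choline addition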
STK33 inh – human STK33 kinase inhibition | 320,000 tested, 0.073% active | inhibition, % at 10 µM | purified STK33, MBP phosphorylation, ADP-Glo luminescence;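 active = inhibition at or above 25%, using the most active replicate where run in duplicate; inactive = inhibition below 25%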
* = called active by the depositor; i = inactive; / = not tested or not shown. Hits appear at their usual frequency; 1.5% or so of the library scored in one or more.

smiles	CHT PAM	CHT block	STK33 inh
COC(=O)c1ccc(OC(=O)c2ccncc2)cc1O	i	i	1.5
N#Cc1c(-c2ccc(F)cc2)nc2n(c1=O)CCS2	i	i	-1.5
COc1ccccc1C(=O)N/C(=C/c1ccccc1)C(=O)Nc1ccc(C(=O)O)cc1	i	i	0.1
Cc1nn(C(C)C(=O)NCCc2ccco2)c(=O)c2nn(-c3ccccc3)c(C)c12 (stereo not given)	i	i	-1.4
O=c1cc(CSc2nnc(Nc3ccccc3)s2)nc2sccn12	i	i	-0.8
COc1ccc(OC)c(/C=N\NC(=O)c2ccc(COc3ccc(C)cc3[N+](=O)[O-])o2)c1	i	i	-1.9
Cc1cc([N+](=O)[O-])ccc1-c1ccc(C2Nc3ccccc3C(=O)N2O)o1 (stereo not given)	i	i	-0.5
COc1cc(NC(=O)c2ccc(C(=O)c3ccccc3)cc2)cc(OC)c1OC	i	i	-0.2
COc1ccc(N2CCN(C(=O)c3ccc(CS(=O)(=O)c4ccc(Br)cc4)o3)CC2)cc1	i	i	4.0
O=C1C=C(Nc2ccc(O)cc2)CC(c2ccco2)C1 (stereo not given)	i	i	0.5
Cn1c(=O)cc(OCCCC(=O)N2CCN(c3ccccn3)CC2)c2ccccc21	i	i	-1.9
CNC(=O)c1cc(Cl)c(OC)c(OC)c1	i	i	0.9
CCCn1c(=O)c2c(ncn2C)n(CCC)c1=O	i	i	-0.6
C=CCn1c(SCC(=O)Nc2cccc(S(=O)(=O)N(C)c3ccccc3)c2)nnc1C1CC1	i	i	-0.7
COc1ccc(N2C(=O)C(Cl)=C(N(CCO)Cc3ccccc3)C2=O)cc1	i	i	-1.9
O=C(CC1OC(=O)c2ccccc21)Nc1ccc(Cl)c(S(=O)(=O)N2CCCCC2)c1 (stereo not given)	i	i	-1.1
COc1ccc(C(=O)N/N=C/c2c(C)nn(-c3ccccc3)c2OC)cc1	i	i	0.3
Cc1cc2nc(Sc3c([N+](=O)[O-])nc(C)n3Cc3ccccc3)[nH]c2cc1C	i	i	-0.3
Cc1ccc(NC(=O)CSc2nnc(-c3ccoc3C)n2CCCN(C)C)cc1Cl	i	i	-0.5
Cc1ccccc1-c1oc(C)c(C)[n+]1[O-]	i	i	1.9
Oc1ccc2ccccc2c1/C=N/Nc1nnc(-c2ncc[nH]2)c2ccccc12	i	i	-0.3
Cc1ccc(C)c(S(=O)(=O)Nc2ccc3sc(C)nc3c2)c1	i	i	4.1
COc1ccccc1CNC(=O)c1cccnc1	i	i	-1.4
O=C(O)/C=C/c1ccc(-n2ccnc2)cc1	i	i	-2.3
CC(C)CN(C(=O)c1ccc(S(=O)(=O)N2CCOCC2)cc1)C1CCS(=O)(=O)C1 (stereo not given)	i	i	-1.8
COc1cccc(N(CC(=O)N2CCN(c3ccccc3OC)CC2)S(C)(=O)=O)c1	i	i	-1.5
CCCc1[nH]c(=O)c(C#N)c2c1COC(C)(C)C2	i	i	0.3
CC(C)OCCCNC(=O)c1ccc(NS(C)(=O)=O)cc1	i	i	-1.4
COc1cc(SC)ccc1C(=O)Nc1ccc(S(=O)(=O)N2CCCC2)cc1	i	i	-1.8
COc1ccc(C(=O)Nc2ccc3nc(N4CCN(C)CC4)cc(C)c3c2)c(OC)c1	i	i	2.1
Cc1nc2ccccc2c(=O)n1NC(=O)c1c(F)cccc1F	i	i	-1.3
Cc1cccc(N2CCN(Cc3nc(-c4ccccc4Cl)oc3C)CC2)n1	i	i	-1.5
COc1ccc(S(=O)(=O)NC2CC2)cc1-n1cnnn1	i	i	-0.9
CC(C)C(=O)N(Nc1nc2ccccc2s1)C(=O)C(C)C	i	i	0.1
Cc1onc(-c2ccc(Cl)cc2)c1-c1ccnc(SCC(=O)Nc2ccc(C(C)C)cc2)n1	i	i	0.7
CC(=O)NC(Cc1cc(C)ccc1C)C(=O)N1CCN(C(=O)c2ccccc2Br)CC1 (stereo not given)	i	i	-1.8
O=C(O)C1C2C=CC(O2)C1C(=O)Nc1ccc2c(c1)OCCO2 (stereo not given)	i	i	0.2
Cc1ccc(S(=O)(=O)CCC(=O)Nc2nc3c(s2)CCCC3)cc1	i	i	-1.7
CCCOc1ccc(Cl)cc1/C=C1/C(=O)ON=C1C	i	i	1.3
c1ccc(CCCCN2C(Nc3ccccc3)=NC[C@@H]2Cc2ccccc2)cc1	i	-7.5*	1.9
CCN(CC)CC(C)(C)COC(=O)c1oc2ccccc2c1C	i	i	-0.6
COc1ccc(NC(=O)c2cc(S(=O)(=O)N3CCCC3)cn2C)cc1Cl	i	i	-0.6
Cc1ccc(CNC(=O)c2nnn(CC(=O)Nc3cccc(C)c3C)c2N)cc1	i	i	-1.5
Cc1nn(Cc2ccc(Cl)cc2)c(C)c1NC(=O)CCCn1nc(C)c([N+](=O)[O-])c1C	i	i	/
Cc1ccc(C)c(S(=O)(=O)N2CC(=O)Nc3ccccc32)c1	i	i	0.0
CCCn1c2ccccc2c2nnc(SC(CC)C(=O)Nc3cc(C)on3)nc21 (stereo not given)	i	i	-0.1
O=C(CN1CCN(c2ccccc2)CC1)Nc1c(C(=O)C2CC2)oc2ccccc12	i	i	-0.9
Cc1cc(C)c(S(=O)(=O)N2CCOC2CNC(=O)C(=O)NCCCn2ccnc2)c(C)c1 (stereo not given)	i	i	0.0
Cc1ccc(S(=O)(=O)N2[C@@H](c3ccccc3)C(C(=O)O)=CC[C@H]2c2ccc(Cl)cc2)cc1	i	i	-0.4
CCOc1nc(-c2ccc(OC)cc2)ccc1-c1noc(C)n1	i	i	0.5
CC(C)S(=O)(=O)c1ccc(C(=O)Nc2ccc(F)cc2F)cn1	i	i	0.7
CC1(C)Oc2cc(N)c([N+](=O)[O-])cc2O1	i	i	-3.3
COc1ccc(S(=O)(=O)N2CCCOC2CNC(=O)C(=O)NCc2ccccc2F)cc1C (stereo not given)	i	i	-0.6
O=C(C1CCCN(S(=O)(=O)c2cnc[nH]2)C1)N1CCN(Cc2ccccc2)CC1 (stereo not given)	i	i	-0.5
COc1ccc(/C=C(\NC(=O)c2ccco2)C(=O)N2CCOCC2)cc1	i	i	-0.6
Nc1nc2ccc(C(=O)NC3CCCCC3)cc2s1	i	i	0.2

Next records
smiles	CHT PAM	CHT block	STK33 inh
O=C(N/N=C1/CCSC1)c1cc(Br)ccc1O	i	i	0.7
Fc1ccccc1C1c2[nH]c3ccccc3c2CCN1Cc1cccn1-c1ncccn1 (stereo not given)	i	i	1.4
O=S(=O)(Nc1n[nH]c(C(F)(F)F)n1)c1ccccc1	i	i	-1.3
COc1cccc(C(=O)N(Cc2ccccc2)Cc2cc3cc4c(cc3[nH]c2=O)OCCO4)c1	i	i	-0.9
Cc1nc2sc3c(c2c(=O)o1)CC(C)(C)OC3	i	i	-0.1
O=C(NC(=S)Nn1cnnc1)c1ccccc1	i	i	-0.4
CC1Cc2ccccc2N1C(=O)CSc1nc2ccccc2o1 (stereo not given)	i	i	-1.4
O=C(c1ccc(=O)[nH]c1)N(Cc1cccs1)C1(C(=O)NC2CCCC2)CCCCC1	i	i	-1.3

The last 7 records of the part before are carried over, then new ones follow:
smiles	CHT PAM	CHT block	STK33 inh
Fc1ccccc1C1c2[nH]c3ccccc3c2CCN1Cc1cccn1-c1ncccn1 (stereo not given)	i	i	1.4
O=S(=O)(Nc1n[nH]c(C(F)(F)F)n1)c1ccccc1	i	i	-1.3
COc1cccc(C(=O)N(Cc2ccccc2)Cc2cc3cc4c(cc3[nH]c2=O)OCCO4)c1	i	i	-0.9
Cc1nc2sc3c(c2c(=O)o1)CC(C)(C)OC3	i	i	-0.1
O=C(NC(=S)Nn1cnnc1)c1ccccc1	i	i	-0.4
CC1Cc2ccccc2N1C(=O)CSc1nc2ccccc2o1 (stereo not given)	i	i	-1.4
O=C(c1ccc(=O)[nH]c1)N(Cc1cccs1)C1(C(=O)NC2CCCC2)CCCCC1	i	i	-1.3
C=CCNC(=S)NNC(=O)c1ccc(C)c(Cl)c1	i	i	-1.4
O=S(=O)(c1ccccc1)N1CCC(=NO)CC1	i	i	-0.8
CCc1ccccc1NC(=O)C1CCCN(c2nccc(C)n2)C1 (stereo not given)	i	i	-1.2
CCn1ncc(Cl)c1C(=O)Nc1cc([N+](=O)[O-])ccc1OC	i	i	-0.9
CC(C)C(=O)O/N=C(\N)c1ccccn1	i	i	-0.4
Cc1cc(C)n(CC(O)Cn2c3ccc(Cl)cc3c3cc(Cl)ccc32)c(=O)n1 (stereo not given)	i	i	-0.6
O=C(NCCN1CCCCC1)c1ccc(Oc2cc(Cl)cc(Cl)c2)o1	i	i	-0.3
CN(C)Cc1c(O)ccc2occ(C(O)c3ccccc3)c12 (stereo not given)	i	i	0.7
Cc1cc(C(=O)NC2CCCN(Cc3ccccc3F)C2)no1 (stereo not given)	i	i	0.0
O/N=C1\CCCC\C1=C/c1ccccc1	i	i	-2.5
CC1(C)CC(=O)C2=C(C1)NC1=C(C(=O)c3ccccc31)C2c1ccccc1 (stereo not given)	i	i	/
COC(=O)C1=C(C)Nc2ncnn2C1c1ccc(OC(=O)c2ccccc2)cc1 (stereo not given)	i	i	0.3
C/C(CC(=O)Nc1ccc2c(c1)OCCO2)=N\NC(=O)COc1ccc(Cl)c(C)c1	i	i	-1.6
O=C(C1CCCO1)N1CCN(C(=S)Nc2ccccc2Cl)CC1 (stereo not given)	i	i	-0.9
O=C(Nc1ccc2nn(-c3ccccc3)nc2c1)c1ccco1	i	i	-0.3
NC(=S)N/N=C1/CCSc2ccc3ccccc3c21	i	-5.6*	-0.1
C=CCc1ccccc1OCC(=O)N/N=C/c1ccc(OC(C)=O)cc1OC(C)=O	i	i	1.2
O=C(O)CCC(=O)c1ccc2c(c1)CCCC2	i	i	-0.8
Cc1nc2ncnn2c(C)c1CCC(=O)N1CCOCC1	i	i	-2.4
C=CCC(NCCCO)c1cccc(OC)c1OC (stereo not given)	i	i	-0.8
COc1ccc(CNS(=O)(=O)c2ccc(F)c(C(=O)Nc3ccccc3OC)c2)cc1	i	i	-0.8
CC(=O)N1c2ccc(S(=O)(=O)NCC3CCC(C(=O)NC4CCCCC4)CC3)cc2CC1C (stereo not given)	i	i	-1.1
O=C(Oc1ccc(C(=S)N2CCOCC2)cc1)c1cccc(Cl)c1	i	i	-2.2
COCc1cc(Sc2ccc(Cl)cc2)nc(-c2ccccc2)n1	i	i	0.2

Compound profiles (already shown). Order of values: CHT PAM, CHT block, STK33 inh
CC(=O)N1c2ccc(S(=O)(=O)NCC3CCC(C(=O)NC4CCCCC4)CC3)cc2CC1C (stereo not given) across the screens: i, i, -1.1
COCc1cc(Sc2ccc(Cl)cc2)nc(-c2ccccc2)n1 across the screens: i, i, 0.2

(list continues)
smiles	CHT PAM	CHT block	STK33 inh
CN(C)c1ccc(C(=O)N/N=C/c2cc(Br)cc(Br)c2O)cc1	i	i	-1.0
COc1ccc(N2C(=O)C3CCCN3C2c2ccc(C)o2)cc1Cl (stereo not given)	i	i	-0.7
CCOC(=O)Cc1csc(NC(=O)Nc2ccc(OC(F)(F)F)cc2)n1	i	i	-0.3
CC(C)CNC(=O)CN(c1ccccc1)S(=O)(=O)c1ccccc1[N+](=O)[O-]	i	i	-0.9
Cc1ccccc1-n1ncc2c1CC(C)(C)CC2NC(=O)CCC1=NNC(=O)CC1 (stereo not given)	i	i	-0.9
COCCNC(=O)C1Cc2cc(S(=O)(=O)N3CCCC3)ccc2N1C(C)=O (stereo not given)	i	i	0.1
O=C1NC(NS(=O)(=O)c2ccc(Cl)cc2)(C(F)(F)F)C(=O)N1CCc1ccccc1 (stereo not given)	i	i	-1.7
CCCn1nnnc1SCC(=O)c1ccc(NC(C)=O)cc1	i	i	-1.8
c1ccc(Nc2ccc(-n3ccnc3)nn2)cc1	i	i	0.0
O=C(N[C@@H](c1ccccc1)[C@@H]1C[C@H]1C(=O)O)OCc1ccccc1	i	i	0.0
COc1ccc(CC(=O)N/N=C(\C)c2cccnc2)cc1OC	i	i	-0.9
COP1(=O)C[C@@H](O)[C@@H](O)[C@@H](COCc2ccccc2)O1 (stereo not given in full)	i	i	-0.6
CN(CC(=O)NCc1ccccn1)S(=O)(=O)c1ccc(F)cc1	i	i	-0.2
CN(C)c1ccc(NS(=O)(=O)c2ccc(-c3csnn3)cc2)cc1	i	i	-2.7
COc1ccc(OCCN(C)Cc2c(O)ccc3ccccc23)cc1	i	i	-1.0
COc1ccc(OCCc2nnc(N)s2)cc1	i	i	0.3
Cc1cc(C)c(C)c(S(=O)(=O)N2CCN(C(=O)c3cc(=O)[nH]c4ccccc34)CC2)c1C	i	i	-0.4
O=C(NCc1ccccc1)c1cnc(-c2ccccn2)nc1C(F)(F)F	i	i	-0.3
COc1ccc(OC)c(CCNC(=O)CCn2nc(C)c3c(C)n(-c4ccccc4)nc3c2=O)c1	i	i	-2.6
CC(=O)N1C(=O)NC(c2ccccc2)=C([N+](=O)[O-])C1c1ccccc1 (stereo not given)	i	i	1.0
O=C(O)c1ccccc1SCc1ccc2c(c1)OCO2	i	i	0.4
COc1ccc(NC(=O)CN(C)S(=O)(=O)c2ccc3c(c2)CCCN3C(C)=O)cc1	i	i	0.3
CCC(=O)Nc1nc2c(s1)COc1ccccc1-2	i	i	-0.2
CN1/C(=C\P(=O)(N(C)C)N(C)C)C(C)(C)c2ccccc21	i	i	-1.7
COc1ccc(N2CC(C(=O)NCCC3=CCCCC3)CC2=O)c(OC)c1 (stereo not given)	i	i	2.3
